HCV inh – qHTS Assay for Inhibitors of Hepatitis C Virus (HCV). AID 651820, 2012. Potency, µM (highest dose often 41.8 µM), for the others: at the top dose activity change, negative = inhibition, hits mostly inhibitors. Huh7.5.1 HCVcc-Cre infection, luciferase reporter, 44 h. actives 3.4% (n = 340,000)
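After 44 h co-culture of compound, cells and HCVcc-Cre (~0.5 moi), substrate is added for 15 min at room temperature and luciferase measured over 15 sec. Cells were seeded at 1,000/well and pre-cultured 4 h.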
Sm TGR block – qHTS Assay for the Inhibitors of Schistosoma Mansoni Peroxiredoxins; Schistosoma mansoni thioredoxin glutathione reductase (TGR), Q962Y6; Potency, µM (top dose mostly 114 µM), for inactives: at the top dose activity change, negative = inhibition, actives largely listed as inhibitors; purified TGR, DTNB reduction, TNB absorbance 405 nm; actives 3% (n = 360,000); also: nearly all actives have a fitted effect of over 60% in size
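Kinetic colorimetric format: TGR-catalysed, NADPH-driven DTNB reduction monitored via TNB absorbance. Enzyme dispensed at 20 nM; compound exposure 15 min at room temperature before reaction start.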
Pf growth 48h – Primary qHTS for delayed death inhibitors of the malarial parasite plastid, 48 hour incubation; P. falciparum luciferase growth in erythrocytes, 48 h; Potency, µM (series often up to 28.7 µM), inactives show at the top dose activity change, negative = inhibition, actives largely listed as inhibitors; actives 5.9% (n = 310,000); AID 504832, 2011
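Firefly luciferase activity from engineered P. falciparum reports growth; inhibitors lower the luminescent signal. Cultures contained 2% hematocrit erythrocytes at 0.1% final parasitemia.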
LmPK inh – qHTS Assay for Inhibitors of Leishmania Mexicana Pyruvate Kinase (LmPK). Q27686. purified LmPK, Kinase-Glo ATP luminescence, 1 h. Potency, µM (top dose mostly 57.5 µM), for inactives: at the top dose activity change, negative = inhibition, actives largely listed as inhibitors. actives 0.37% (n = 290,000)
Target sequence (Q27686 whole entry, looked up): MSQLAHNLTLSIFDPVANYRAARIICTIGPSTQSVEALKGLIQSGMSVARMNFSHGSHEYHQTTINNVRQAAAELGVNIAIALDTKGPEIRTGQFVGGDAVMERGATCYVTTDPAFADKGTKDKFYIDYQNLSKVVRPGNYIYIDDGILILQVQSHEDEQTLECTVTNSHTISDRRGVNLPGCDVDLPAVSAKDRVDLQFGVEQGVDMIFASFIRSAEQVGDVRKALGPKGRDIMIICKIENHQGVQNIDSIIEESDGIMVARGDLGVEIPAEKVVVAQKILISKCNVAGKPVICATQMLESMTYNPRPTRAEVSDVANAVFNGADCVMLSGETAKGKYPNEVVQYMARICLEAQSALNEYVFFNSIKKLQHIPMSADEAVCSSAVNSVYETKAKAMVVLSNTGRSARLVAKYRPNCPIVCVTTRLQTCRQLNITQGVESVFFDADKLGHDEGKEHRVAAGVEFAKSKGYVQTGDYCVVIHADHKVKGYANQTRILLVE
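qHTS format; LmPK 0.1 nM; substrates PEP 0.5 mM and ADP 0.1 mM. One-hour room-temperature incubation, then coupled luciferase luminescence; 0.5 nM enzyme wells mark activation.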
Pf growth 96h – Primary qHTS for delayed death inhibitors of the malarial parasite plastid, 96 hour incubation | Potency, µM (series often up to 28.7 µM), for inactives: at the top dose activity change, negative = inhibition, hits mostly inhibitors | actives 6.9% (n = 320,000) | P. falciparum luciferase reporter growth, 96 h
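P. falciparum expressing integrated firefly luciferase grown in erythrocytes (2% hematocrit, 0.05% parasitemia final) with compounds for 96 hours at 37 C, 5% CO2. Growth inhibition read as loss of luminescence after adding luciferase detection reagent.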
Tb PYK inh – qHTS of Trypanosoma Brucei Inhibitors. pyruvate kinase (Trypanosoma brucei), Q57TT1. TbPYK enzyme, Kinase-Glo Plus ATP luminescence, 45 min. Potency, µM (highest dose often 76.8 µM), without a hit: at the top dose activity, negative = inhibition, hits mostly inhibitors. actives 0.12% (n = 410,000); also: nearly all actives have a fitted effect of over 50% in size
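Enzyme and substrate buffer are dispensed first and compound is pin-transferred. ADP at 130 uM final then starts the reaction, which runs 45 min at room temperature. Detection reagent is added for 10 min before luminescence is imaged.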
* hit, by the source's call; ? = inconclusive; . = not tested or not shown; & = joins results of further samples; [ ] = dose if it differs, or a comment. Calls follow the shape of the dose curve; as a rule, active = well fitted curve in the direction sought with a large enough effect; inconclusive = small, poorly fitted or top-dose-only effect, or another doubt; inactive = no such curve, though single readings can be large; an effect the other way counts as inactive or inconclusive. % is scaled to controls: 0 for no effect and ±100 for the full control effect; potency is read from the fitted curve at half-maximal effect.

A first look, 2 compounds:
The line under a structure holds: HCV inh | Sm TGR block | Pf growth 48h | LmPK inh | Pf growth 96h | Tb PYK inh
CCOC(=O)C1C(c2cccc(F)c2)NC(=S)NC1(O)C(F)(F)F (configuration not stated)
 : 5% | 5% | 8% | 1% | -29% | -19%
CCc1ccc(OCc2nnc(-c3ccccc3Br)o2)cc1
 : 1% | 3% | 45%[activator] | . | -1% | -12%

Main list (from the top)
The line under a structure holds: HCV inh | Sm TGR block | Pf growth 48h | LmPK inh | Pf growth 96h | Tb PYK inh
CCOC(=O)C1C(c2cccc(F)c2)NC(=S)NC1(O)C(F)(F)F (configuration not stated)
 : 5% | 5% | 8% | 1% | -29% | -19%
CCc1ccc(OCc2nnc(-c3ccccc3Br)o2)cc1
 : 1% | 3% | 45%[activator] | . | -1% | -12%
O=C(O)CSCCn1cccn1
 : 6% | -4% | 23% | -1% | 13µM* | 12%
CC(CCc1ccccc1)NC(=O)CN1CCc2ccccc2C1 (configuration not stated)
 : -13% | 6% | 7% | 8% | 0% | -10%
COc1cccc(CN2C(=O)c3ccccc3S2(=O)=O)c1
 : 22% | 3% | 28% | 3% | 29% | 2%
CC1(C)CC(N2CCCCC2)=CC(=[N+]2CCCCC2)C1
 : ? | -14% | ? | 1% | ? | -2%
CCn1c(COc2ccc(C)cc2)nnc1SCC(=O)Nc1ccc2c(c1)OCCO2
 : ? | 3% | 7% | 3% | -19% | -2%
CCOC(=O)c1[nH]c2ccc(Br)cc2c1NC(=O)CCN1CCC(C(=O)OCC)CC1
 : ? | 3% | ? | 5% | 3% | 0%
CCOC(=O)CSc1nc(N)c(C#N)c(-c2cccs2)c1C#N
 : -19% | -7% | 33%[activator] | 7% | 111%[activator] | -2%
CCn1nc(C)c(Oc2ccccc2O)c1C
 : 1% | 6% | -1% | -8% | 12µM* | 0%
CCOC(=O)N1CCN(C(=O)/C(=C\c2ccc(SC)cc2)NC(=O)c2ccccc2)CC1
 : 12% | -9% | ? | 1% | -14% | -3%
CCCSc1ccc2nc(NC(=O)OC)[nH]c2c1
 : -21% | -5% | 111%[activator] | -4% | 223%[activator] | 13%
CCc1cc2c(=O)n(CC(C)C)cnc2s1
 : ? | -9% | 97%[activator] | -5% | 52%[activator] | -7%
COc1cc2c(cc1OC)C1=C(C#N)CCC(=O)N1CC2
 : 13%&-11% | -8% | -21% | -2% | 6% | 1%
CCc1ccc(Nc2ncnc3nc[nH]c23)cc1
 : -8% | 9% | 77%[activator] | 0% | 66%[activator] | -17%

Some of these compounds in order of count of non-hydrogen atoms, ascending:
The line under a structure holds: HCV inh | Sm TGR block | Pf growth 48h | LmPK inh | Pf growth 96h | Tb PYK inh
O=C(O)CSCCn1cccn1
 : 6% | -4% | 23% | -1% | 13µM* | 12%
CCc1cc2c(=O)n(CC(C)C)cnc2s1
 : ? | -9% | 97%[activator] | -5% | 52%[activator] | -7%
CCn1nc(C)c(Oc2ccccc2O)c1C
 : 1% | 6% | -1% | -8% | 12µM* | 0%
CCCSc1ccc2nc(NC(=O)OC)[nH]c2c1
 : -21% | -5% | 111%[activator] | -4% | 223%[activator] | 13%
CC1(C)CC(N2CCCCC2)=CC(=[N+]2CCCCC2)C1
 : ? | -14% | ? | 1% | ? | -2%
COc1cc2c(cc1OC)C1=C(C#N)CCC(=O)N1CC2
 : 13%&-11% | -8% | -21% | -2% | 6% | 1%
CCc1ccc(OCc2nnc(-c3ccccc3Br)o2)cc1
 : 1% | 3% | 45%[activator] | . | -1% | -12%
CCOC(=O)CSc1nc(N)c(C#N)c(-c2cccs2)c1C#N
 : -19% | -7% | 33%[activator] | 7% | 111%[activator] | -2%
CC(CCc1ccccc1)NC(=O)CN1CCc2ccccc2C1 (configuration not stated)
 : -13% | 6% | 7% | 8% | 0% | -10%
CCn1c(COc2ccc(C)cc2)nnc1SCC(=O)Nc1ccc2c(c1)OCCO2
 : ? | 3% | 7% | 3% | -19% | -2%
CCOC(=O)N1CCN(C(=O)/C(=C\c2ccc(SC)cc2)NC(=O)c2ccccc2)CC1
 : 12% | -9% | ? | 1% | -14% | -3%

(cont.)
The line under a structure holds: HCV inh | Sm TGR block | Pf growth 48h | LmPK inh | Pf growth 96h | Tb PYK inh
Cn1nccc1C(=O)N/N=C/c1c(O)ccc2ccccc12
 : 0.89µM* | -22% | 2.6µM* | -5% | 10µM* | 1%
O=C(Cc1cccc2ccccc12)N/N=C/c1ccc(F)cc1
 : 7% | -4% | ? | 3% | ? | 7%
CC(NC(=O)C1CC=CCC1C(=O)O)C1CC2CCC1C2 (configuration not stated)
 : -1% | -1% | -1% | 5% | . | 5%
C=CCNC(=S)NC(=O)c1ccc(C)c(Br)c1
 : -27% | 32µM* | -14%[5.75 µM] | 0% | 29% | -5%
Nc1c(C(=O)Nc2cccc(C(=O)O)c2)sc2nc3c(cc12)CCCC3
 : 4% | -7% | 99%[activator] | -12% | 1% | -7%
CCOC(=O)c1ccccc1NC(=O)COC(=O)c1ccccc1C(=O)N(C)c1ccccc1
 : ? | -2% | ? | . | ? | 5%
COc1ccc(CCNC(=O)CCCOc2ccc(C)cc2)cc1OC
 : ? | 4% | -17% | -2% | 47%[activator] | -30%
COc1ccc(-n2c(=S)[nH]c3cc(C(=O)NCCCN4CCCC4=O)ccc3c2=O)cc1
 : 2% | 9% | -4% | -9% | 2% | -14%
O=C(COc1cc(Cl)c(Cl)cc1Cl)N1CCN(c2ccccn2)CC1
 : -27% | 11% | 6%[5.75 µM] | 0% | -3% | -7%
Cc1ccc(S(=O)(=O)Nc2c(C(=O)O)[nH]c3ccccc23)cc1C
 : 19% | 0% | 14% | 17% | 24% | -10%
CCOc1ccc(C(=O)NC(=S)Nc2ccccn2)cc1[N+](=O)[O-]
 : 11% | -1% | 34%[activator] | -11% | 24% | -1%
Cc1ccc(S(=O)(=O)N2CCCCC2C(=O)N2CCN(c3ccccc3F)CC2)cc1 (configuration not stated)
 : 4% | 25% | ? | 3% | . | -14%
O=C(NCC(=O)N1CCN(c2ccccc2)CC1)c1ccccc1
 : -4% | 3% | 63%[activator] | 0% | 38%[activator] | 4%
COc1ccc(NC(=O)NNc2cc(N3CCOCC3)nc(N3CCOCC3)n2)cc1
 : -4% | 14% | -26% | 0% | -18% | -5%
C=Cc1ccc(S(=O)(=O)O)cc1
 : . | . | -9% | . | 1% | -6%
CC(=O)Nc1ccc(Br)cc1C(=O)C(=O)O
 : 2% | 0% | 11% | -2% | -9% | 1%
O=C(CN1CCC(O)(c2ccc3c(c2)OCO3)CC1)OC1CCCCC1
 : 22% | 9% | 0% | 3% | 3% | 4%
COc1ccccc1N1CCN(S(=O)(=O)c2c[nH]c(=O)[nH]c2=O)CC1
 : -1% | ? | -11% | . | 17% | -2%
CCOC(=O)c1sc2nc(C3CC3)cc(-c3ccc(OC)cc3)c2c1N
 : ? | 5% | -12% | 1% | ? | -13%
Cc1ccc(C)c(NC(=S)N2CCC(NC(=O)C3CCCCC3)CC2)c1
 : -7% | -4% | -4% | -2% | ? | -2%
COC(=O)COc1cccc(/C=N/NC(=O)CCSc2ccccc2)c1
 : -5% | 26% | ? | 1%[11.5 µM] | 57%[activator] | 0%
Cc1ccccc1-c1ccnc2[nH]n(-c3ccccc3)c(=O)c12
 : 15% | -6%&1% | 6%[0.00184 µM] | -3% | 21% | 8%&-5%
CCC(=O)Nc1ccc(NC(=O)C23CC4CC(CC(C4)C2)C3)cn1
 : 2% | 3% | 48%[activator] | 2% | ? | -1%
CCC(C)(C)NC(=O)CN(C(=O)CCC(=O)Nc1nccs1)c1ccc(C)cc1
 : 4% | -25% | -16% | 7% | ? | -1%
COc1ccc(S(=O)(=O)N(C)CC(=O)N2CCCC2)cc1Cl
 : 18% | -2% | -1% | 1% | 17%[5.75 µM] | -5%
COc1ccc(C(C)=O)cc1COC(=O)Cn1cnc2ccccc2c1=O
 : 14% | 40µM* | -18% | -1% | 13% | -2%
CC1=C(C(=O)Nc2cccc(C(=O)NCc3ccc(F)cc3)c2)SCCO1
 : -18% | 0% | -2% | -10% | ? | 2%
COc1ccc(Cl)cc1NC(=O)c1cc(C)no1
 : 10µM* | 12% | 28% | -2% | 29% | -1%
Cc1cccc(C)c1C(=O)N[C@@H](Cc1ccccc1)C(=O)O
 : 13% | -1% | 49%[activator] | -2% | 35%[activator] | 0%
CCCOc1ccc(-c2nc[nH]c2[N+](=O)[O-])cc1
 : -7% | 2% | 26% | 4% | 60%[1.15 µM] | 0%
O=C(CN1C(=O)NC2(CCCC2)C1=O)Nc1ccc(F)c(Cl)c1
 : 18% | -1% | 38%[activator] | 1% | 28% | 0%
Cc1ccc(-n2c(C)c3c(C)nnc(C)c3c2C)cc1N
 : ? | -12% | 36% | -9% | -5% | -3%
COc1ccccc1N1CC(C(=O)NCCN2C(=O)S/C(=C\c3cccnc3)C2=O)CC1=O (configuration not stated)
 : 8% | ? | -2% | . | ? | -4%
COc1ccc(NC(=O)NNC(=O)COc2ccc(Cl)cc2C)cc1OC
 : 16% | 5% | 3% | 4% | 67%[activator] | -2%
Cc1cc2ccccn2c1C(=O)c1ccc(Cl)c([N+](=O)[O-])c1
 : ? | -10% | 3% | 0% | -30% | 3%
Cc1occc1C(=O)NNC(=O)c1ccccc1C(=O)O
 : 6% | 5% | 101%[activator] | -16% | 100%[activator] | -2%
Cc1ccc(-c2c(NC(=O)c3ccco3)oc3ccccc3c2=O)cc1
 : -8% | -6% | 19% | -4% | 115%[activator] | 5%
C[C@H](NC(=O)COc1ccc(Cl)cc1)C(=O)N1CCC2(CC1)NCCc1[nH]cnc12
 : -10% | 3% | -3% | 10% | 5% | 2%
O=C(Nc1cccc(F)c1)[C@@H]1CCCN1
 : -4% | -22% | -10% | 6% | ? | 1%
CN=C(NC)SC1CC(=O)N(c2ccccc2)C1=O (configuration not stated)
 : 1% | 0% | 16% | -6% | ? | -2%
Cc1ccccc1NC(=S)NN1CCN(C)CC1
 : 9% | -4% | 1% | -6% | -16% | -13%
CSCc1cc(N2CCCC2)nc(-c2ccccc2)n1
 : ? | 10% | 87%[activator] | 2% | -10% | -10%
Cc1ccc(CSc2ccc(-c3ccc4c(c3)OCO4)nn2)cc1
 : 7% | 1% | 21% | 0% | 38%[activator] | -3%
C=CCN1C(=O)/C(=C\c2ccco2)C(C(=O)OC)=C1C
 : ? | 40µM* | -16% | 6% | 143%[activator] | -3%
COc1ccc(CN2CCC(N3CC(C)OC(C)C3)CC2)c(OC)c1OC (configuration not stated)
 : -4% | -8% | 3% | -1% | -11% | -8%
CC1=NN(c2ccccc2)C(=O)C1C(=O)c1ccc([N+](=O)[O-])cc1 (configuration not stated)
 : 10% | 1% | -15% | 10% | -21% | -9%
CCCNC(=O)Cn1cnc2sc(C(=O)Nc3cc(OC)c(OC)c(OC)c3)c(C)c2c1=O
 : ? | 3% | . | -4% | ? | 2%
O=C(Nc1ccc(CN2CCOCC2)cc1)c1ccc(-c2cccc(Cl)c2)o1
 : ? | 1% | 1.5µM* | 6% | ? | -4%
CCC(C)NC(=O)CCn1c(-c2ccccc2)cc(C(C)=O)c1C (configuration not stated)
 : 5% | -2% | 7% | 0% | ? | -4%
